Compound activity: PubChem BioAssay, several laboratories
BCLXL inh = inhibitors of human Bcl-xL, primary screen, biochemical, fluorescence polarization, HTS | GST-Bcl-xL / FITC-Bim BH3 peptide fluorescence polarization | Bcl-2-like protein 1 (Homo sapiens), Q07817 | inhibition, % at 10.9 µM | hit rate 0.7% among 320,000;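 active = inhibition above the mean of all tested compounds plus 3 SD, cutoff set per campaign, cut at about 30% in these data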;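 note: 0% = DMSO wells and 100% = unlabeled Bim-BH3 peptide competitor; inhibitors lower millipolarization by displacing the labeled peptide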
PAFAH1B2 inh = PAFAH1B2 enzyme inhibitors, primary screen, biochemical, fluorescence polarization, human; AID 492953, 2010; recombinant PAFAH1B2, FP-rhodamine activity probe; Platelet-activating factor acetylhydrolase IB subunit alpha2 (Homo sapiens), P68402; hit rate 1.2% among 340,000; inhibition, % at 3.39 µM;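 active = inhibition above the mean of all tested compounds plus 3 SD, cut at about 24% in these data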;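 note: 0% = enzyme with DMSO and 100% = wells lacking PAFAH1B2; many of its hits are not listed in these tables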
Target sequence (P68402 whole entry, looked up): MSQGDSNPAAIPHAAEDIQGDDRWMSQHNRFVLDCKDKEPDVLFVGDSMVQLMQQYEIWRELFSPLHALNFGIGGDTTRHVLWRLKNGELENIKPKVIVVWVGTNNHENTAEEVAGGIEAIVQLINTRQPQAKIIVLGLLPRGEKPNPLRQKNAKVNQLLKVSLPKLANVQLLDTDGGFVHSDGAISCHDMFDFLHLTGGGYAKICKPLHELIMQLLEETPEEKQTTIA
MEX-5 binding = MEX-5 zinc finger RNA-binding disruptors – biochemical, C. elegans, fluorescence polarization, MLPCN library, primary screen. MEX-5/FITC-TCR2 RNA binding; active compounds read low. activity score (negative = inhibition of binding), % at 10 µM. hit rate 0.38% among 300,000. AID 1832, 2009;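 active = inhibition past about -25% in most replicates, and total fluorescence under double the plate's negative control median, limit read from the data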;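 note: 0% = DMSO and -100% = 5 µM competing unlabeled TCR2 RNA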
pPAFAH inh = pPAFAH enzyme inhibitors, primary screen, biochemical, fluorescence polarization, human | recombinant pPAFAH, FP-rhodamine probe fluorescence polarization | Platelet-activating factor acetylhydrolase (Homo sapiens), Q13093 | hit rate 1.5% among 330,000 | AID 463082, 2010 | inhibition, % at 3.39 µM;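 active = inhibition above the mean inhibition across the screen plus 3 SD, cut at about 25% in these data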;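 note: inhibitors block binding of the rhodamine activity-based probe so polarization drops; 0% = enzyme with DMSO and 100% = wells lacking pPAFAH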
Target sequence (Q13093 whole entry, looked up): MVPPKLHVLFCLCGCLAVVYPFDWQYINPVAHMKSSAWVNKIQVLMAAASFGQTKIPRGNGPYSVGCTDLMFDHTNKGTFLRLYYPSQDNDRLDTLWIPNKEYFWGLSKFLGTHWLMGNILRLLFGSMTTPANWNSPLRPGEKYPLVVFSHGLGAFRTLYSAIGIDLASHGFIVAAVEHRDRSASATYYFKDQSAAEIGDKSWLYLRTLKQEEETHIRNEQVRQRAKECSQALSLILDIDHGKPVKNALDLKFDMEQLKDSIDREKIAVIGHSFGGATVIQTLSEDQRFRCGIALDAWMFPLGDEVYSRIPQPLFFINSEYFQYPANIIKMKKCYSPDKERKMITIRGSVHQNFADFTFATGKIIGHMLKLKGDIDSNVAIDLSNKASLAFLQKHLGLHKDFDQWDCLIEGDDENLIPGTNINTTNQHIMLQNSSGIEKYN
PME-1 inh = PME-1 inhibitors via competitive probe labeling, primary screen, biochemical, fluorescence polarization, FP-Rh probe, HTS | Protein phosphatase methylesterase 1 (Homo sapiens), Q9Y570 | recombinant PME-1 | inhibition, % at 5.9 µM | hit rate 0.53% among 320,000 | AID 2130, 2009;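 active = inhibition above the campaign mean of all compounds plus 3 SD, cut at about 26% in these data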;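 note: competitive labeling of PME-1 active site by serine hydrolase directed probe; 0% = PME-1 with DMSO and 100% = wells lacking PME-1 enzyme; inhibitors block probe labeling so polarization falls and inhibition rises; many of its hits are not listed in these tables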
GLD-1 RNA inh = GLD-1/TGE RNA complex disruptors, primary screen, biochemical, fluorescence polarization; Female germline-specific tumor suppressor gld-1 (Caenorhabditis elegans), Q17339; purified GLD-1 + fluorescein TGE RNA; inhibition, % at 5.96 µM; hit rate 0.44% among 320,000; AID 2280, 2010;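 active = percent inhibition above a per-plate cutoff, the plate mean of test compounds plus 3 SD, cut at about 30% in these data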;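 note: 0% = DMSO wells with GLD-1 and probe and 100% = wells lacking GLD-1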
MCL1-BIM inh = inhibitors of MCL1 binding to BIM-BH3, primary screen, biochemical, fluorescence polarization; Induced myeloid leukemia cell differentiation protein Mcl-1 (Homo sapiens), Q07820; AID 2057, 2009; hit rate 0.68% among 320,000; GST-MCL1 / FITC-Bim-BH3 fluorescence polarization; inhibition, % at 10.9 µM;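 active = inhibition above the mean inhibition of all tested compounds plus 3 SD, set per campaign, cut at about 40% in these data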;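 note: 0% = DMSO wells and 100% = unlabeled Bim-BH3 peptide control; higher means more loss of mP so more displacement of Bim peptide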
Target sequence (Q07820 whole entry, looked up): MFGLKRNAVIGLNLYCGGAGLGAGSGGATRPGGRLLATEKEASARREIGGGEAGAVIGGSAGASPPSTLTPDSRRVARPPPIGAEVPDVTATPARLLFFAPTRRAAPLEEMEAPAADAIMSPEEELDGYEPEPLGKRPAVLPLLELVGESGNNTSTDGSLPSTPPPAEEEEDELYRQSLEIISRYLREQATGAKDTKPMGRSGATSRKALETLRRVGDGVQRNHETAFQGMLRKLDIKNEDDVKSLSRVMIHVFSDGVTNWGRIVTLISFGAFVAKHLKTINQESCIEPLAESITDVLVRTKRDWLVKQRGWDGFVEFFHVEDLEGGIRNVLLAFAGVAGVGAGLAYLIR
AHR act = AHR activators, primary screen, cell-based, luminescence, luciferase reporter, human; Aryl hydrocarbon receptor (Homo sapiens), P35869; AHR-responsive luciferase reporter cells; activation, % at 5 µM; hit rate 2.5% among 320,000; AID 2796, 2010; in the data active = activation above about 47%;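 note: 0% = vehicle wells and 100% = reference agonist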
Fam108B inh = mouse Fam108B serine hydrolase inhibitors, primary screen, counter-screen for RBBP9 inhibitor project, biochemical, fluorescence polarization. recombinant Fam108B, FP-Rh probe fluorescence polarization. inhibition, % at 9.51 µM. hit rate 0.33% among 300,000. AID 1947, 2009;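 active = inhibition above the screen mean inhibition plus 3 SD, computed separately per campaign, cut at about 18% in these data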;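 note: inhibitors lower polarization as less probe binds the enzyme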
* = called active by the depositor; x = no result given.

SMILES | BCLXL inh | PAFAH1B2 inh | MEX-5 binding | pPAFAH inh | PME-1 inh | GLD-1 RNA inh | MCL1-BIM inh | AHR act | Fam108B inh
Cc1sc2ncnc(N3CCC(C(=O)Nc4ccc(F)cc4Cl)CC3)c2c1C | -3.8 | -3.7 | x | -1.9 | -6.7 | 2.6 | -9.9 | 0.6 | x
Cn1c(=O)c2c(ncn2CCOc2ccc(Br)cc2)n(C)c1=O | 4.0 | 8.9 | 0.5 | 4.7 | 5.9 | 2.0 | -3.5 | 3.6 | 0.1
Cc1c(C(=O)NCc2ccco2)oc2c(Cl)cccc12 | 0.5 | 1.2 | x | 2.7 | -3.0 | 1.5 | -1.4 | 39.7 | x
COc1ccc(NC(=S)N2CCC(NC(=O)c3ccccc3C)CC2)cc1 | 2.9 | 2.5 | 0.3 | -2.6 | -3.4 | -4.5 | 7.7 | 0.2 | 0.7
c1csc(COc2ccccc2CNC2CCCCC2)c1 | 3.2 | 9.0 | 1.6 | -4.4 | -9.7 | -1.2 | 7.2 | -4.0 | -0.3
COc1ccccc1-n1c(=O)c(C#N)c(-c2ccc([N+](=O)[O-])cc2)c2cc(C(=O)c3ccccc3O)cnc21 | 1.8 | 1.1 | 5.1 | 1.1 | -2.6 | -4.5 | -2.8 | -0.4 | 3.4
O=C(O)c1cc(Br)ccc1NS(=O)(=O)c1cccc2nsnc12 | 2.9 | 4.7 | -3.3 | -0.8 | 5.2 | 5.5 | 11.1 | -0.7 | -1.2
Cc1nn2c(-n3ccnc3)c3c(nc2c1-c1ccccc1)CCC3 | 5.2 | 0.3 | -0.4 | 2.0 | 3.6 | 6.9 | 9.4 | 29.9 | -3.3
CCOC(=O)C1=CCC2c3c(c4ccccc4n3C)C(=O)C1N2C(=O)OC(C)(C)C (configuration not stated) | -0.1 | 3.4 | x | -7.2 | -3.7 | -0.5 | 0.2 | 4.3 | x
CC(C)(C)N(Cc1ccccc1)C(=O)COc1cccnc1[N+](=O)[O-] | -1.0 | 4.4 | -0.4 | 6.3 | -3.2 | -1.4 | -6.1 | -0.6 | -2.3
CCOC(=O)c1[nH]c2ccc(Br)cc2c1NC(=O)CCN1CCC(C)CC1 | -10.9 | 8.2 | 4.2 | 8.9 | 2.3 | -2.4 | -16.7 | 20.7 | -5.0
Oc1cccc(C(Nc2nccs2)c2ccc3cccnc3c2O)c1 (configuration not stated) | 5.6 | 3.5 | -1.1 | 4.3 | 3.0 | -1.7 | 4.4 | 1.4 | 0.9
O=C(NCCc1ccc(Cl)cc1)c1cnc2n(c1=O)CCS2 | 5.1 | 16.9 | 2.1 | 2.9 | 2.8 | 1.9 | 1.4 | 8.5 | 0.3
O=C1c2ccccc2NC(c2ccccc2)N1Cc1ccco1 (configuration not stated) | 2.5 | 1.4 | -0.1 | 3.0 | 5.7 | 3.5 | 1.0 | 4.9 | -1.5
CC(=O)c1cccc(OCC(=O)c2cc(C)n(-c3cc(C)on3)c2C)c1 | 1.2 | -0.5 | 2.4 | 6.4 | 3.7 | 1.8 | 0.4 | 15.1 | 0.2
O=C(CSc1ccc2nnc(-c3ccccc3)n2n1)NCC1CCCO1 (configuration not stated) | 3.2 | 2.0 | -0.2 | 0.8 | 0.6 | 0.5 | 5.6 | -3.2 | 1.1
Cc1[nH]c2ccccc2c1C(=O)C(=O)N1CC(C)OC(C)C1 (configuration not stated) | 2.1 | -6.1 | 0.3 | 2.0 | -1.5 | -4.6 | 4.0 | -0.9 | 0.3
CC(C)CN(C(=O)COC(=O)CSc1ccccc1F)c1c(N)n(Cc2ccccc2)c(=O)[nH]c1=O | -4.3 | 8.1 | -0.1 | 4.0 | 1.1 | 3.3 | -13.4 | 0.4 | 3.3
Cn1cnnc1SCC(=O)Nc1ccc(Cl)c(S(=O)(=O)N2CCOCC2)c1 | 6.4 | 3.3 | 1.8 | 3.8 | 0.2 | 6.6 | -4.6 | -1.0 | 3.9
Oc1cccc2c3c(oc12)CCCC3 | 3.4 | x | x | 4.7 | 5.9 | 6.0 | 1.7 | 1.1 | -0.2
COc1ccc(NC(=O)c2cc3ccccc3[nH]2)cc1 | -11.8 | 2.1 | -1.0 | -11.1 | -1.7 | -11.9 | -17.5 | 38.5 | -1.5
COC(=O)c1c(C)[nH]c(C=Nc2ccc(OC)cc2)c1C | 0.1 | 1.7 | 0.7 | 1.9 | -1.8 | -3.0 | 0.8 | 1.3 | -0.2
Cc1cc(NC(=O)COc2ccccc2C)ccc1NC(=O)c1ccco1 | 10.7 | -0.2 | 2.8 | 7.6 | -3.5 | 1.3 | 12.8 | 13.3 | 1.2
CSc1nnc(CCCCCNC(=O)OC(C)(C)C)o1 | -2.6 | 5.8 | 0.9 | 5.2 | 1.1 | 0.4 | 1.2 | 0.1 | 2.9
Cn1c(=O)c2c(O)c(Cc3ccccc3)c(=O)[nH]c2n(C)c1=O | 10.3 | 2.4 | -0.1 | 3.5 | 4.1 | 1.1 | -0.7 | -1.3 | 1.3
Going on with the list.
SMILES | BCLXL inh | PAFAH1B2 inh | MEX-5 binding | pPAFAH inh | PME-1 inh | GLD-1 RNA inh | MCL1-BIM inh | AHR act | Fam108B inh
Cc1nc2cc(NC(=O)Nc3cccc(F)c3)ccc2n1C | 0.3 | -1.9 | 0.1 | 1.4 | 5.1 | 1.8 | 3.2 | -1.3 | 1.6
CN(CC(=O)Nc1ccccc1Br)C(=O)c1ccc(-c2ccc(Cl)cc2)o1 | -2.5 | 2.1 | 1.6 | 8.1 | 2.5 | -7.0 | -8.9 | 31.0 | -7.0
O=C(CN1C(=O)/C(=C/c2ccccc2F)Sc2ccccc21)N1CCN(c2ccccn2)CC1 | -3.0 | 1.5 | -1.5 | 3.9 | -2.0 | -0.7 | -10.9 | 3.0 | -2.9
C=CCn1c(=O)c(C(=O)NC(C)c2ccccc2)c(O)c2ccccc21 (configuration not stated) | 1.9 | -2.5 | -1.7 | 8.6 | -3.2 | -2.0 | -4.4 | 1.7 | -4.0
O=C(NNC(=S)NCC1CCCO1)c1cccc(S(=O)(=O)N2CCOCC2)c1 (configuration not stated) | 6.5 | 2.9 | -1.3 | -0.3 | 0.4 | 8.7 | -5.5 | -1.2 | 2.5
CCOC(=O)c1oc2ccccc2c1CN1CCN(C)CC1 | 0.3 | 0.9 | 0.4 | 0.0 | -7.1 | 2.1 | 6.1 | -0.6 | 1.5
COc1ccc(S(=O)(=O)Cc2ccc(C(=O)NC(C)C)o2)cc1 | -0.7 | -0.6 | -4.6 | 4.7 | 4.5 | -7.0 | 4.3 | 0.8 | 1.0
CCOC(=O)c1c(C)[nH]c(C)c1S(=O)(=O)N(C)Cc1ccco1 | -3.0 | -1.5 | 2.0 | 7.0 | 0.4 | 9.9 | -2.9 | 1.9 | 0.4
Cc1ccc(C(=O)NCCCNCCCNC(=O)c2ccc(C)nc2)cn1 | 1.4 | -3.0 | 1.4 | 2.9 | -1.5 | -3.1 | 3.2 | 3.6 | -1.2
COc1ccc(OC)c(-c2[nH]nc3c2C(c2ccco2)C(C#N)=C(N)O3)c1 (configuration not stated) | 3.4 | 2.6 | 1.6 | 6.5 | 3.2 | -4.7 | 0.9 | -0.1 | -4.7
N/C(Cn1cncn1)=N\OC(=O)c1ccc(Cl)cc1Cl | 2.1 | 2.7 | 0.7 | 3.0 | 2.3 | 10.3 | 14.6 | 11.7 | 8.2
O=C(Nc1ccc(Cl)cc1)c1cncs1 | 3.5 | -1.0 | 1.5 | 5.1 | -1.3 | 4.9 | 0.6 | 67.6* | -1.2
CC(=O)Nc1cccc(C(=O)OCC(=O)Nc2c(C)nn(-c3ccccc3)c2C)c1 | -9.8 | -0.6 | -2.0 | -7.4 | -0.4 | 7.2 | -17.5 | 3.3 | -3.2
Cc1nn(-c2ccccc2)nc1CNC(=O)CC(C)(C)C | 4.1 | 0.9 | x | 1.4 | -0.8 | 0.7 | 1.6 | -0.8 | 0.1
C#CCOC(=O)C1C2C=CC(C2)C1C(=O)O (configuration not stated) | 8.4 | -6.6 | -0.6 | 1.4 | -6.3 | 3.8 | -0.6 | -1.4 | 1.2
O=C(c1ccnc(Cl)c1)N1CCCC(N2CCN(c3ccccc3F)CC2)C1 (configuration not stated) | 2.9 | -1.8 | -0.1 | -2.5 | -10.9 | -3.0 | -0.7 | 4.8 | 1.4
C=CCn1cc(C(=O)NCCOC)c(=O)c2cc(S(=O)(=O)N3CCCCCC3)ccc21 | -3.1 | 3.5 | 0.9 | 7.9 | 1.3 | 1.3 | -3.1 | -0.2 | 0.2
CC1=CCC2C(=O)N(c3ccc(C(=O)Nc4ccccc4Cl)cc3)C(=O)C2C1 (configuration not stated) | 5.4 | 3.7 | -4.0 | 6.8 | 1.7 | 4.6 | 0.9 | -1.6 | -1.3
COc1ccc(C2=NO[C@@H]3C(=O)N(c4c(C)cccc4C)C(=O)[C@H]23)cc1OC | -1.1 | 0.7 | -0.6 | -6.3 | -0.8 | 0.4 | -3.6 | 4.0 | 2.9
Cc1nc2cc(Cl)c([N+](=O)[O-])cc2s1 | 3.0 | 3.0 | 0.2 | 2.8 | 0.5 | -1.0 | 2.4 | -3.8 | -1.0
Cc1ccc(S(=O)(=O)CCC(=O)OCC(=O)c2ccc(F)cc2)cc1 | -3.7 | 11.0 | 0.3 | 0.8 | -6.9 | -5.0 | -1.7 | -0.9 | -0.8
COc1nccc(-c2ccc(F)cc2)c1C#N | 6.2 | -5.9 | -0.2 | 4.4 | -0.6 | 1.1 | 3.8 | -2.3 | 1.3
Cn1ccnc1SCC(=O)c1ccc(F)cc1 | -1.8 | x | -0.6 | -5.4 | -12.7 | 5.7 | -5.1 | 10.3 | -1.9
CC(C)(C)c1ccc(C(=O)N2CCN(CCNC(=O)C(=O)NCc3ccccc3)CC2)cc1 | 3.0 | 5.1 | 2.0 | -7.4 | -5.9 | -0.5 | 3.0 | 0.7 | -2.6
COc1ccc([C@H]2[C@@H](C#N)[C@H](C#N)N3CCCN23)cc1 | 5.0 | 1.1 | -1.4 | 4.4 | -7.7 | -8.8 | -2.0 | 2.8 | 2.9
COc1ccc(CCNc2ccc(C(=O)O)cc2[N+](=O)[O-])cc1OC | 9.5 | 9.6 | -1.2 | 5.6 | 0.0 | 0.5 | 3.9 | 3.5 | 4.7
C/C(=N\NC(=O)c1cccc(Br)c1)c1ccc(Br)cc1 | 3.6 | 2.7 | -1.6 | 1.6 | 1.4 | 1.4 | 4.8 | 14.6 | 3.7
O=S(=O)(NCc1ccccc1)NCc1ccccc1F | 2.6 | -1.3 | 2.5 | -0.4 | -0.7 | -2.0 | 1.5 | -1.9 | -2.8

Not all compounds are listed; rates above refer to the full screens.
